# pAkt inh = HTS Assay for Inhibitors of Akt Phophorylation: Primary Screen; Neuro2A IGF-stimulated pAkt S473 HTRF, 20 min; stronger effect = lower value; activity change, % for hits at 50 µM; 360,000 tested, 0.32% active; AID 651550, 2012; in the data active = activity change below about -80%; inconclusive = mostly about -51% to -80%; also: % is scaled to controls: 0 for no effect and ±100 for the full control effect
#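 Neuro2A cells (4,500/well, DMEM with 0.5% FBS) were treated with compound at a single 50 µM final concentration, stimulated with 6 nM IGF for 20 min at 37 °C, and lysed. Phospho-Akt Ser473 was read by HTRF as 665/615 ratio ×10^4.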
# CCT modulator = High-Throughput Screening for Modulators of Cytosolic Chaperonin Activity | purified chaperonin ATPase assay, HTRF ADP detection, 30 min | activity change, % (test concentration not listed), hits read low | 360,000 tested, 0.3% active; in the data active = activity change below about -30%; also: % is scaled to controls: 0 for no effect and ±100 for the full control effect
#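 ATPase activity: ADP formed was measured by HTRF Transcreener (665/615 nm ratio) after 30 min at 37 deg C with 10 uM ATP. Compounds screened at one 76 uM concentration against 40 or 20 nM TRiC in Tris pH 7.4/KCl/MgCl2/DTT buffer.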
# PTHR1 agonist = qHTS for PTHR1 Agonists: Primary Screen. AID 743266, 2014. Parathyroid hormone/parathyroid hormone-related peptide receptor (Homo sapiens), Q03431. 410,000 tested, 0.075% active. Potency, µM (titrated, usually from 115 µM), for the others: top-dose activation, hits mostly activators. HEK293 GP2 PTHR1 cells, GloSensor cAMP luminescence, 1 h; also: potency is read from the fitted curve at half-maximal effect; nearly all actives have a fitted effect of over 55% in size; some results filed as inactive show a strong effect at the top dose; inactives centre near -15; many of its hits are not listed in these tables
# Target sequence (Q03431 whole entry, looked up): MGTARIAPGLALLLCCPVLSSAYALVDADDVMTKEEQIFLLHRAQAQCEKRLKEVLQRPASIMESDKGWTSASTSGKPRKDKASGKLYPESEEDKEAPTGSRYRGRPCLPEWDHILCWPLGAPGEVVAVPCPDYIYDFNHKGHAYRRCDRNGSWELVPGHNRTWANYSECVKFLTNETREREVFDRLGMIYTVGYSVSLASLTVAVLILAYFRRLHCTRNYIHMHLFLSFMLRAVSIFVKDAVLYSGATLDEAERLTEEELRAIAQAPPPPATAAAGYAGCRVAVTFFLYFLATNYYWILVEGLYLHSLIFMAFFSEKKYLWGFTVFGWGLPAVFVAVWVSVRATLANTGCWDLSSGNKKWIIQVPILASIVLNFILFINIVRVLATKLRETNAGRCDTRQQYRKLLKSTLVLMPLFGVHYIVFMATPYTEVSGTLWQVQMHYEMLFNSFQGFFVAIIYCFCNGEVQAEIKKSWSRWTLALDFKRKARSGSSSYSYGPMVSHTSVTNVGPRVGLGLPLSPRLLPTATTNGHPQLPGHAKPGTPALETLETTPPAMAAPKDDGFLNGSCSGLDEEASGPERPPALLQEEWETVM
#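 HEK-293-derived GP2 cells expressing PTHR1 and a GloSensor cAMP reporter, 3,000/well, plated overnight, given luciferin plus IBMX (each 0.5 mM as added) for 1 h at 37 °C, then compound for 1 h at 37 °C. Luminescence was read after 15 min at room temperature.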
# EPAC2 antag = qHTS for Antagonist of cAMP-regulated guanine nucleotide exchange factor 2 (EPAC2): primary screen; 360,000 tested, 0.18% active; EPAC2 GEF exchange of Rap1B-BODIPY-GDP, fluorescence; Rap guanine nucleotide exchange factor 4 (Homo sapiens), Q8WZA2; Potency, µM (titrated, usually from 114 µM), inactives show at the highest dose activity, negative = inhibition, actives largely listed as inhibitors; AID 720708, 2013; also: potency is read from the fitted curve at half-maximal effect; % is scaled to controls: 0 for no effect and ±100 for the full control effect; nearly all actives have a fitted effect of over 45% in size; many of its hits are not listed in these tables
# D3 antag = qHTS of D3 Dopamine Receptor Antagonist: qHTS. D(3) dopamine receptor (Homo sapiens), P35462. D3R cells, DiscoveRx beta-arrestin luminescence, antagonist mode; stronger effect = lower value. max response, negative = inhibition, %. 360,000 tested, 2.5% active. AID 652054, 2013; in the data active = max response below about -50%; inconclusive = no clear call, values can overlap the other calls; also: % is scaled to controls: 0 for no effect and ±100 for the full control effect; mostly tested at two doses, the higher about 12 µM
# Target sequence (P35462 whole entry, looked up): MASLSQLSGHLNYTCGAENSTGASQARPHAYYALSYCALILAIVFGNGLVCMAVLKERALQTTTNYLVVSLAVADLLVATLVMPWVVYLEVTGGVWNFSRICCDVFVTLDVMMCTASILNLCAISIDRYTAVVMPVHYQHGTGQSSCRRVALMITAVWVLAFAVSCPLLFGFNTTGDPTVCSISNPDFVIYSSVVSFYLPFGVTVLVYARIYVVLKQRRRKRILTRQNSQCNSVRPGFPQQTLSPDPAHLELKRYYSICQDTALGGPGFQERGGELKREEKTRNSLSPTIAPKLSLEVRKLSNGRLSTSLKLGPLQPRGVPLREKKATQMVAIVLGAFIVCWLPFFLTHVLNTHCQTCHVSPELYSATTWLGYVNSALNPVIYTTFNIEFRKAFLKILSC
#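 Cells expressing the human receptor were seeded at 1500 cells/well, incubated overnight at 37 degrees C in 5% CO2, then exposed to library compounds with dopamine controls for 90 minutes at 37 degrees C before luminescent detection.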
# Mm-Cpn inhibitor = Inhibitors of TCP-1 ring complex (TRiC) of Methanococcus maripaludis (MmCpn): qHTS | purified Mm-Cpn ATPase, ADP Transcreener TR-FRET | Potency, µM (highest dose often 76.9 µM), inactives show at the highest dose activity, negative = inhibition, most hits filed as inhibitors | AID 504842, 2011 | 330,000 tested, 0.031% active; also: potency is read from the fitted curve at half-maximal effect; % is scaled to controls: 0 for no effect and ±100 for the full control effect; nearly all actives have a fitted effect of over 80% in size
#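 Measured: ADP formation by purified Mm-CPN. Conditions: 25 nM protein, 10 uM ATP, Tris pH 7.4 with Mg2+, K+ and DTT, 37°C for 30 min. Detection: Transcreener HTRF after 30 min at room temperature.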
# EPAC2 ag = qHTS for Agonist of cAMP-regulated guanine nucleotide exchange factor 4 (EPAC2): primary screen; Potency, µM (titrated, usually from 154 µM), without a hit: top-dose activation, actives largely listed as activators; EPAC2 activation, biochemical qHTS; response scale: 100% = 6.5 mM cAMP response; Rap guanine nucleotide exchange factor 4 (Homo sapiens), Q8WZA2; AID 720711, 2013; 360,000 tested, 0.079% active; also: potency is read from the fitted curve at half-maximal effect; nearly all actives have a fitted effect of over 50% in size
#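 Compounds were titrated in qHTS against a Rap1B-BODIPY-GDP (250 nM) complex with EPAC2 (100 nM) and GDP (50 uM). BODIPY-GDP release tracked at 480/540 nm over 30 min at room temperature, normalized to 6.5 mM cAMP.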
# D3 ag = qHTS of D3 Dopamine Receptor Agonist: qHTS; 410,000 tested, 0.58% active; D(3) dopamine receptor (Homo sapiens), P35462; max activation, %; AID 652048, 2013; D3R DiscoveRx beta-arrestin cells, luminescence, 90 min; in the data active = max activation above about 30%; also: 0% is about no effect; mostly tested at two doses, the higher about 12 µM
#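 Cells at 1500/well, incubated overnight, then treated with pinned compounds (dopamine as control) for 90 min at 37 degrees C. DiscoveRx reagent added for 30 - 60 minutes at room temperature; luminescence read.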
# Numbers without * were called inactive; i = inactive; ? = inconclusive; . = no result given; [ ] = another dose, or the depositor's remark. Unless noted, calls follow the shape of the dose curve; as a rule, active = well fitted curve in the direction sought with a large enough effect; inconclusive = small, poorly fitted or top-dose-only effect, or another doubt; inactive = no such curve, though single readings can be large; an effect the other way counts as inactive or inconclusive. Only part of the results is shown; the hit share may differ from the screen's.
SMILES,pAkt inh,CCT modulator,PTHR1 agonist,EPAC2 antag,D3 antag,Mm-Cpn inhibitor,EPAC2 ag,D3 ag
Cc1ccc(NC(=O)c2ccc(OCc3c(C)noc3C)cc2)c(C)c1,i,-2.5,-35%[inhibitor],1%,-10,1%,5%,-3
C/C(=N\NC(=O)Cc1c(Cl)cccc1Cl)c1cccnc1,i,-2.5,-21%,1%,-20,-3%,12%,-18
Cc1cccc(C)c1NC(=O)CNc1ncnc2sc(C)c(C)c12,i,-3.9,-28%,7%,18,1%,4%,4
CC1(C)NC(=O)N(CCCCOc2ccc3ccccc3c2Cl)C1=O,i,-2.6,i,-20%,34,-2%,-2%,1
Cn1cc(/C=C(\C#N)C(=O)Nc2ccccc2O)c2ccccc21,i,2.7,-24%,27%,17,2%,0%,11
O=C(COc1ccc2ccc(=O)oc2c1)NCC(O)c1ccccc1 (stereo not drawn),i,-0.5,i,2%,6,-6%,-3%,-6
COc1cc(OC)cc(C2=NCCN2)c1,i,-1.4,-2%,4%,7,-10%,6%,-6
COc1ccc(CNCc2cccc(Cl)c2)cc1,i,2.4,i,11%,-50*,0%,-2%,-14
CS(=O)(=O)N(CC(=O)NCC1CCCO1)c1cc(Cl)cc(Cl)c1 (stereo not drawn),i,-2.4,-8%[57.5 µM],-3%,-97*,0%,7%,2
Cc1ccc(-c2cc3nc(-c4ccccc4)cc(N4CCOCC4)n3n2)cc1,i,-18,i,5%,-1,-2%,-5%,3
O=C(Cn1cc([N+](=O)[O-])cn1)N1CCc2ccccc21,i,-0.8,-4%,-1%,-10,2%,3%,-3
CN(C)S(=O)(=O)c1cccc(NC(=O)c2cc(=O)[nH]c(=O)[nH]2)c1,i,1.5,i,4%,19,0%,4%,3
CC(C)OCCCNC(=S)Nc1ccc2nc3n(c(=O)c2c1)CCCCC3,i,-2.4,-14%,3%,0,1%,-6%,9
Cc1nc2c(S(=O)(=O)c3ccccc3)cnn2c(C)c1C,i,-5.5,-7%,-2%,16,-1%,-4%,2
Cc1ccc(S(=O)(=O)CC(=O)Nc2ccc(Cl)cn2)cc1,i,-1.5,-20%,-8%,-6,-5%,3%,-4
NC(=O)c1ccc(SCC(=O)OCC(=O)NC2CCCCCCC2)c([N+](=O)[O-])c1,i,-1.2,i,5%,-11,-1%,1%,-1
O=C(CSc1ccc(-c2ccco2)nn1)Nc1ccccc1F,i,-0.8,i,-3%,21,0%,1%,1
O=C(c1cccn2c(=O)c3cc(Cl)ccc3nc12)N1CCOCC1,i,0.7,-10%[57.5 µM],-1%,-6,-2%,-4%,1
CCOc1ccc2ccccc2c1/C=N/n1cncn1,i,-3.2,i,6%,3,-4%,2%,1
NNC(=O)/C=C/c1ccc(Cl)cc1Cl,i,1.8,2%,3%,-12,0%,12%,-6
CCOCCCNC(=S)Nc1ccc2nc(N3CCCC3)cc(C)c2c1,i,1.7,i,1%,13,-2%,7%,-4
COc1ccc(C)cc1NC(=O)c1cc2ccccc2o1,i,-1.5,-9%[57.5 µM],8%[57.1 µM],15,-3%,-2%,0
O/N=C/CCn1c(=S)sc2ccccc21,.,-2.4,i,-1%,-51*,0%,3%,-8
CN(CC(=O)Nc1ccc(N2CCOCC2)cc1)C(=O)c1cc2c(s1)CCCC2,i,-0.1,-18%,-7%,-1,1%,4%,-2
O=C(Cc1ccc(F)cc1)Nc1nnc(SCC(=O)N2CCCCC2)s1,i,-2.3,i,4%,-6,1%,-3%,-1
COc1ccc2c(c1OC)C(=O)N(c1cccc(/C=C/C(=O)O)c1)C2,i,-1.7,-51%[inhibitor],-3%,16,-7%,-2%,2
COc1cccc(C(=O)Nc2ccccc2NC(=O)c2cccc(OC)c2)c1,i,-2.1,21%,-20%,-9,?,23%,-5
CC(C)CC(NC(N)=O)C(=O)OCC(=O)N(Cc1ccccc1)Cc1ccccc1 (stereo not drawn),i,2.1,i,6%,15,?,-1%,2
CCN(CCNC(=O)C1CCN(Cc2nc(-c3ccc(Cl)cc3)oc2C)CC1)c1ccccc1,i,-1.1,-3%,-9%,-19,0%,-16%,-8
CCN(CC(=O)NCc1ccc(Cl)cc1)C(=O)c1ccc(S(=O)(=O)N(C)C)cc1,i,-2.3,-11%,3%,2,-1%,-2%,2
CC(C)(C)c1ccc(/C=C/C(=O)N2CCCCC2)cc1,i,-3.0,-62%[inhibitor],-3%[57.1 µM],-3,-11%,12%,-5
O=C(O)COc1ccc(/C=N/n2c(COc3ccccc3)nc3ccccc3c2=O)cc1,i,0.7,i,0%,-16,1%,4%,-12
C=CCNc1nc(Nc2ccc([N+](=O)[O-])cc2)nc(OCC)n1,i,0.3,i,23%,5,0%,3%,-8
CC(=O)N1CCc2cc(S(=O)(=O)N3CCCCC3C)ccc21 (stereo not drawn),i,0.6,i,1%,-11,0%,12%,-4
Cc1cc(C(=O)CSc2nnnn2-c2ccccc2)c(C)n1CC1CCCO1 (stereo not drawn),i,-4.2,-26%,-2%,1,2%,-1%,-2
CC(=O)Nc1ccc(S(=O)(=O)NCCC(=O)NNC(=O)c2ccccc2O)cc1,i,-1.3,i,-4%,3,0%,4%,3
COc1ccc(N2CCN(CCNC(=O)Nc3cc(Cl)ccc3Cl)CC2)cc1,i,-5.4,-4%,-4%,-3,1%,3%,-21
CN1CCN(C(=O)CN(Cc2ccccc2)S(C)(=O)=O)CC1,i,-0.5,-17%[57.5 µM],-5%,-17,1%,2%,0
COc1ccc2nc(N3C(=O)C(O)=C(C(=O)c4ccco4)C3c3ccc(OC)c(OC)c3)sc2c1 (stereo not drawn),i,-1.0,i,3%,-19,.,-2%,4
Cc1ccc(O)c(C(=O)c2cnn(-c3ccc(S(=O)(=O)N4CCOCC4)cc3[N+](=O)[O-])c2)c1,i,-1.3,-19%,-1%,5,-1%,-6%,-1
O=C1c2oc3ccc(Br)cc3c(=O)c2C(c2cccc(F)c2)N1CCO (stereo not drawn),i,-2.3,i,-4%,3,-6%,?,-4
Cc1cc(C)n2nc(C(=O)Nc3ccc(S(=O)(=O)N(C)C)cc3)nc2n1,i,-1.5,i,1%,-28,1%,3%,-4
Cc1ccc(C)c(NC(=O)CSc2nc(=O)n(CCN3CCOCC3)c3c2CCCC3)c1,i,-0.1,i,9%,-12,0%,8%,5
COC(=O)c1ccc(OCc2cc(=O)n3ccsc3n2)cc1,i,-2.8,6%,-1%,-17,-2%,5%,-1
O=C1[C@H](Cc2ccccc2)NCC=CC[C@@H](c2ccc(Cl)cc2)N1Cc1ccc(Cl)cc1,i,1.2,-41%[inhibitor],?,?,.,-1%,-27
CC(C)Oc1ccc2nnnn2n1,i,-1.8,-4%[57.5 µM],10%,13,1%,-7%,1
Cc1cccc(C(=O)OC(C)C(=O)NC(=O)NC2CCCCC2)c1O (stereo not drawn),i,-0.6,-29%,2%,-13,0%,2%,-17
COc1cc([N+](=O)[O-])ccc1N,i,0.1,i,18%,-6,1%,5%,-14

# Laid out differently: entries from further up.
Structure	pAkt inh	CCT modulator	PTHR1 agonist	EPAC2 antag	D3 antag	Mm-Cpn inhibitor	EPAC2 ag	D3 ag
CC(C)Oc1ccc2nnnn2n1	i	-1.8	-4%[57.5 µM]	10%	13	1%	-7%	1
Cc1cccc(C(=O)OC(C)C(=O)NC(=O)NC2CCCCC2)c1O (stereo not drawn)	i	-0.6	-29%	2%	-13	0%	2%	-17

# Continued.
SMILES,pAkt inh,CCT modulator,PTHR1 agonist,EPAC2 antag,D3 antag,Mm-Cpn inhibitor,EPAC2 ag,D3 ag
CSc1ccccc1NC(=O)CN(C)CC(=O)NCc1ccccc1,i,-1.6,-33%[inhibitor],7%,-7,3%,0%,-4
CCCCCc1ccc(C(=O)CCC(=O)OCC(=O)N(CC)c2c(N)n(Cc3ccccc3)c(=O)[nH]c2=O)cc1,i,-3.0,-25%,16%,-13,0%,-4%,2
O=C(CCCN1CCc2[nH]c3ccc(F)cc3c2C1)c1ccc(F)cc1,i,-0.5,i,-6%,-89*,2%,10%,-28
CC(c1ccccc1)n1c(N2CCNCC2)nc2c1c(=O)[nH]c(=O)n2C (stereo not drawn),i,0.4,-32%,1%,7,0%,7%,4
CN1CCN(C2CCN(S(=O)(=O)c3ccc(C(C)(C)C)cc3)CC2)CC1,i,-1.6,i,-3%,13,-1%,9%,-2
C[C@@H]1CCCCO[C@H](CN(C)C(=O)Nc2ccc(F)cc2)[C@@H](C)CN([C@H](C)CO)C(=O)c2cc(NC(=O)c3ccccc3)ccc2O1,i,-0.9,-39%[inhibitor],-5%,-21,.,-9%,10
CN(C)S(=O)(=O)c1ccc(N)c([N+](=O)[O-])c1,i,-1.2,-8%,0%,-13,-2%,5%,-5
CC(=O)Oc1ccc(-c2cccc(C(=O)Oc3ccccc3)c2)cc1,i,-4.1,i,-7%,-11,-2%,2%,1
O=C(C1CCCN(S(=O)(=O)c2cc(Cl)ccc2Cl)C1)N1CCCC1 (stereo not drawn),i,1.4,-7%,-1%,-28,-2%,-4%,-14
Cc1nc(NC(=O)c2cccnc2)ccc1Br,i,0.0,-16%,4%,4,-1%,18%,1
CSc1ccccc1C(=O)Nc1nc2ccccc2c(=O)[nH]1,i,0.1,i,7%,1,2%,19%,-8

# Part of the list above, reduced to EPAC2 antag and CCT modulator.
compound,EPAC2 antag,CCT modulator
CC(=O)Oc1ccc(-c2cccc(C(=O)Oc3ccccc3)c2)cc1,-7%,-4.1
O=C(C1CCCN(S(=O)(=O)c2cc(Cl)ccc2Cl)C1)N1CCCC1 (stereo not drawn),-1%,1.4
